Screening data: PubChem BioAssay, National Center for Advancing Translational Sciences (NCATS)
Pin1 inh: human Pin1 inhibition. Pin1 FP peptide displacement, HiFluor488, 10 min. actives 0.009% (n = 390,000). Potency, µM (series often up to 115 µM), inactives show at the top dose activity, negative = inhibition, hits mostly inhibitors. Q13526; active = well fitted inhibition curve with a large enough effect in the polarisation, with a control signal flat, not every such curve was filed as active; inconclusive = small, poorly fitted or top-dose-only effect, or effect the other way, or a change in a side signal; inactive = no such curve, though single readings can be large or run the other way; the % refers to the polarisation; also: potency is read from the fitted curve at half-maximal effect; % is scaled to controls: 0 for no effect and ±100 for the full control effect
Target sequence (Q13526 whole entry, looked up): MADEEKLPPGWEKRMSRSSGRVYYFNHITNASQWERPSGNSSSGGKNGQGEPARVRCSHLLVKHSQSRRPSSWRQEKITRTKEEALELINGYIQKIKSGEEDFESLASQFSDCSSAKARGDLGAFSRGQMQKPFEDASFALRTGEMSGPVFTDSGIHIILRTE
TrxR1 substrate: is turned over as a substrate by rat TrxR1 | O89049 | purified TrxR1 substrate turnover, NADPH consumption readout | Potency, µM (series often up to 114 µM), for inactives: top-dose activity change, negative = substrate turnover | actives 0.01% (n = 390,000); also: potency is read from the fitted curve at half-maximal effect; % is scaled to controls: 0 for no effect and ±100 for the full control effect; nearly all actives have a fitted effect of over 50% in size
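Rat TrxR1, dispensed at 90 nM, was prereduced with 400 uM NADPH (final) for 5 min at ~22 deg C, then incubated with compound 15 min before 400 uM selenite. A first-read NADPH fluorescence drop versus no-compound background flagged substrates.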
IDH1 R132H inh: human IDH1 R132H inhibition. IDH1-R132H enzyme, NADPH consumption, diaphorase/resazurin fluorescence. Potency, µM (titrated, usually from 76.6 µM), without a hit: top-dose activity change, negative = inhibition, usual class: inhibitors. AID 602179. actives 0.093% (n = 390,000); also: potency is read from the fitted curve at half-maximal effect; % is scaled to controls: 0 for no effect and ±100 for the full control effect; nearly all actives have a fitted effect of over 65% in size
Target sequence (O75874 whole entry R132H, stated change not applied): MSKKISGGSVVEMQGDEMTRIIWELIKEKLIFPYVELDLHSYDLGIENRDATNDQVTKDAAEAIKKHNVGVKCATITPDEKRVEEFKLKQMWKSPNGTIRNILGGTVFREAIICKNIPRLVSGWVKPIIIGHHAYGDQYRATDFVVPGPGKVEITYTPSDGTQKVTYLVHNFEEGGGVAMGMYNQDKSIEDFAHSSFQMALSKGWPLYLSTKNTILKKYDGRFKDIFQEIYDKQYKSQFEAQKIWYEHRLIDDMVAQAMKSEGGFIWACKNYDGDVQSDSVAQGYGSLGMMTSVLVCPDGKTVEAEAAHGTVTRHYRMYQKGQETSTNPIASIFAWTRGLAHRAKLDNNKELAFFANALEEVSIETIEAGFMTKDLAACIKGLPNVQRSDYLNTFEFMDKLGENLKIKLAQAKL
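IDH1-R132H (0.5 ug/mL dispensed) in pH 7.5 Tris buffer was preincubated 30 min with compound, then given a substrate mix of 0.016 mM NADPH and 2 mM alpha-KG for 80 min at room temperature; remaining NADPH was read by diaphorase/resazurin fluorescence.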
D2 agonist: D2 dopamine receptor (human) agonism | P14416 | actives 0.53% (n = 340,000) | AID 485358 | HEK293 T-REx D2 cells, calcium flux agonist mode | activation, % at 2 µM;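 active = activation over 3 SD above normal in the single-dose calcium agonist read, cut at about 30% in these data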; also: 0% is about no effect
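In this primary screen, compounds producing a positive calcium signal within 180 s of addition to tetracycline-induced, force-coupled HEK293 Trex D2 cells are flagged; cells are dye-loaded with a no-wash calcium kit beforehand.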
TRHR PAM: allosteric enhancers of human TRH receptor; P34981; TRHR cells, fluo-8 calcium fluorescence, EC20 TRH enhancement; enhancement, % at 2 µM; actives 0.66% (n = 360,000); AID 493056; in the data active = enhancement above about 30%; also: 0% is about no effect
Target sequence (P34981 whole entry, looked up): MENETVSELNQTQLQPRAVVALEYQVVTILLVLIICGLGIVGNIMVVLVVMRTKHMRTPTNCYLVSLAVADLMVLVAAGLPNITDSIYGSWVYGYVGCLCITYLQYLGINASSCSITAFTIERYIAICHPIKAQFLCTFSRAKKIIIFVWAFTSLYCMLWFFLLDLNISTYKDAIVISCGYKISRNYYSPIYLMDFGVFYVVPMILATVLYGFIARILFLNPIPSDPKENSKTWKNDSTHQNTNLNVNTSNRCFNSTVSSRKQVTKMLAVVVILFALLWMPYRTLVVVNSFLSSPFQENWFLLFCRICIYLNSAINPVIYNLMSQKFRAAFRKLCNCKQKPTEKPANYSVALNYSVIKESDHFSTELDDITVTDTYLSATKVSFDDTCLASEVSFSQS
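Enhancer read-out: after compound pinning and an initial kinetic agonist-mode read, an EC20 of TRH (10 nM final) was injected and fluo-8 calcium signal (Ex 480/Em 530) followed at 1 s/cycle for 100 cycles in TRHR-expressing cells.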
TRHR agonist: activates the human TRH receptor; TRHR cells, calcium flux fluo-8, FDSS agonist mode; activation, % at 2 µM; actives 0.18% (n = 360,000); P34981; in the data active = activation above about 30%; also: 0% is about no effect
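TRHR-expressing cells loaded with fluo-8 calcium dye; 23 nL library compound pin-transferred, kinetic FDSS fluorescence (Ex 480/Em 530) recorded about 180 s for agonist-induced calcium release, before a 10 nM TRH EC20 addition for potentiator mode.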
USP1-UAF1 inh: inhibitors of human USP1/UAF1 deubiquitinase; O94782; recombinant USP1/UAF1, Ub-Rhodamine cleavage fluorescence; Potency, µM (series often up to 57.1 µM), without a hit: at the highest dose activity change, negative = inhibition, most hits filed as inhibitors; actives 0.23% (n = 390,000); AID 743255; also: potency is read from the fitted curve at half-maximal effect; % is scaled to controls: 0 for no effect and ±100 for the full control effect; nearly all actives have a fitted effect of over 60% in size; inactives centre near -12
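USP1/UAF1 complex at 1 nM was preincubated with compound for 15 min at room temperature, then Ub-Rho substrate (150nM final) was added. Fluorescence (480/540 nm) was read kinetically, 6 reads every 60 seconds.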
D2 antag: D2 dopamine receptor (human) antagonism. P14416. actives 2% (n = 340,000). HEK293 TREx D2 cells, calcium flux, dopamine EC80. inhibition, % at 10 µM; in the data active = inhibition above about 30%; also: 0% is about no effect
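Inhibition of EC80 dopamine-driven calcium flux, recorded kinetically, defines activity here; cells are a tetracycline-induced HEK293 T-REx line expressing force-coupled D2.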
rTrxR1 inhibitor: blocks rat thioredoxin reductase 1; O89049; recombinant rTrxR1, NADPH fluorescence consumption, selenite substrate; Potency, µM (series often up to 114 µM), for the others: top-dose activity change, negative = inhibition, actives largely listed as inhibitors; actives 1% (n = 390,000); AID 588453; also: potency is read from the fitted curve at half-maximal effect; % is scaled to controls: 0 for no effect and ±100 for the full control effect; nearly all actives have a fitted effect of over 65% in size
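Rat TrxR1 (90 nM in the dispensed reagent) was pre-reduced with 400 uM NADPH for 5 min at room temperature, then incubated with compound for 15 min. After 400 uM selenite was added, NADPH fluorescence (Ex 340/Em 450 nm) was followed for 8 min.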
* = called active by the depositor; ? = inconclusive; nt = no result given; & = joins results of further samples; [ ] = dose if it differs, or a comment. Unless noted, calls follow the shape of the dose curve; as a rule, active = well fitted inhibition curve with a large enough effect; inconclusive = small, poorly fitted or top-dose-only effect; inactive = no such curve, though single readings can be large or run the other way. Not all compounds are listed. The share of hits here may be higher or lower than overall.

Sequence of screens – Pin1 inh	TrxR1 substrate	IDH1 R132H inh	D2 agonist	TRHR PAM	TRHR agonist	USP1-UAF1 inh	D2 antag	rTrxR1 inhibitor
NNC(=O)c1cccn(Cc2cccc(C(F)(F)F)c2)c1=O
 : 9%	-9%	-4%	-0.8	1	1.9	-11%	-24	-2%
Cc1c(C(=O)NC2CCCc3ccccc32)oc2ccc(S(=O)(=O)N3CCCCC3)cc12 (stereo unspecified)
 : 5%	2%	2%	1.2	1	0.0	-14%	3	8%
Cc1cc(NC(=O)c2ccccc2C)ccc1NC(=O)c1ccccc1Cl
 : 0%	-6%	6%	0.3	12	-0.9	-16%	6	10%
CC(C)C(C(=O)N1CCN(Cc2ccccc2)CC1)c1ccccc1 (stereo unspecified)
 : 3%	7%[57.1 µM]	0%	3.7	11	1.3	-20%	-18	10%[57.1 µM]
O=C(CSc1nnc(CNC(=O)c2ccco2)o1)Nc1ccc(Br)cc1
 : -6%	-6%	6%	-0.2	0	-0.8	-21%	1	-34%
CC(/C=N/Nc1nc(N2CCCCC2)nc(N2CCCCC2)n1)=C\c1ccccc1
 : -5%	1%	2%	-1.1	4	-0.9	5%	-15	-2%
CCOc1ncccc1C(=O)OCC(=O)Nc1cc(S(=O)(=O)N(CC)CC)ccc1C
 : 11%	4%[57.1 µM]	10%	-0.9	0	-1.0	-22%	13	13%[57.1 µM]
O=C(Nc1ccccc1F)C(Cc1ccccc1)N1Cc2ccccc2C1=O (stereo unspecified)
 : -2%	-9%	-10%	0.0	12	-0.3	-2%	nt	2%
Cc1nn(C)c(Cl)c1CN1CCCC(C(=O)Nc2ccc(-c3cscn3)cc2)C1 (stereo unspecified)
 : 5%	-13%	7%	0.4	0	-0.2	4%	-16	-18%
COC(=O)c1cc(NC(=O)CCc2c(C)nc3cc(-c4ccccc4)nn3c2C)cc(C(=O)OC)c1
 : -2%	9%	-6%	-0.4	40*	-0.1	-19%	nt	12%
Cc1ccc(NC(=O)CCCC(=O)OC(C)C(=O)c2ccccc2)cc1 (stereo unspecified)
 : 6%	2%	-6%	-0.1	17	-0.4	-18%	15	22%
CCOc1ccc(NC(=O)Cn2c(=O)n(Cc3ccccc3)c(=O)c3c4c(sc32)CN(C(C)=O)CC4)cc1
 : 53%[activator]	-5%	-4%	-0.1	-4	-0.1	-23%	nt	16%
CCOc1cc(OCC)cc(C(=O)NC(=S)Nc2cccc(C(F)(F)F)c2)c1
 : 3%	-4%	0%	1.6	2	1.8	-15%	-5	-11%
COc1ccc(-c2cnc(C)o2)cc1S(=O)(=O)Nc1ccc(OC(F)(F)F)cc1
 : -2%	-7%[57.1 µM]	-12%	0.0	5	0.2	-26%	nt	-7%[57.1 µM]
COc1ccc(S(=O)(=O)Nc2ccc3oc(C)c(C(=O)O)c3c2)cc1
 : 3%	0%	8%	-0.3	-1	0.4	-4%	-11	5%
CN(Cc1ccccc1)C(=O)c1ccc2c(c1)S(=O)(=O)N=C1CCCCCN12
 : 3%	9%[57.1 µM]	-2%	nt	nt	nt	?	nt	21%[57.1 µM]
COC(=O)c1ccc(SC2CCCCC2)c([N+](=O)[O-])c1
 : -2%	-4%	5%	1.2	-3	-0.2	-23%	-6	2%
O=C(c1ccc(Cl)cc1)c1ccc(OCC(O)CN2CCOCC2)cc1 (stereo unspecified)
 : -3%	-6%	6%	-0.3	-7	1.1	-18%	8	-11%
CCN(CC)S(=O)(=O)c1ccc2c(c1)c(=O)c(C(=O)NCCc1ccccc1)cn2C
 : 4%&1%	-2%&3%	4%&13%	0.5&-0.3	-33&2	0.4&-0.6	?	-9	17%&15%
O=C(CSc1ncnc2c1sc1ccccc12)Nc1ccc(Br)cc1
 : -2%	-4%	2%	0.9	-3	0.1	-2%	-18	-6%
COc1ccc(/C(=N/OC(C)=O)c2nccc3cc(OC)c(OC)cc23)cc1OC
 : -1%	-8%	-7%	-0.5	-3	-0.6	-11%	-10	5%
O=S1(=O)N=C(N2CCN(Cc3ccc4c(c3)OCO4)CC2)c2ccccc21
 : 2%	5%	2%	-0.1	-1	0.8	-3%	2	18%[57.1 µM]
Cc1nn(-c2ccccc2)c2c1cc1c(=O)n(C)c(=O)nc-1n2-c1cccc(Cl)c1
 : -1%	131%[activator]	6%	-0.5	1	-0.2	-12%	nt	14%
Cc1ccc(OCC(=O)N/N=C\c2cccn2C)c([N+](=O)[O-])c1
 : 1%	-5%	0%	0.2	9	0.3	-4%	2	11%
COc1cc(C(=O)NCC(=O)OCC(=O)Nc2nnc(-c3ccccc3)o2)cc(OC)c1OC
 : -3%	-8%	-4%	1.8	19	0.3	-10%	-15	-9%
CCN(c1ccccc1)S(=O)(=O)c1cc(C(=O)OC(C)C(=O)Nc2ccc3c(c2)OCCO3)ccc1C (stereo unspecified)
 : 13%	0%	4%	-0.7	-1	0.0	-2%	-6	31%
CCCNC(=O)Cn1cnc2sc(C(=O)N3CCN(CCC)CC3)c(C)c2c1=O
 : -4%	6%[57.1 µM]	1%	-1.2	-3	-0.1	-14%	-10	13%[57.1 µM]
COc1ccccc1CNC(=O)c1cc2cc3ccc(Cl)cc3nc2o1
 : -9%	-2%	-11%	0.3	0	0.2	-25%	nt	15%
Cc1ccc(S(=O)(=O)N2CCC(=O)N2)cc1
 : 5%	-9%	0%	-0.2	3	0.5	-5%	-7	-13%
CCN(Cc1ccccc1)C(c1cc2ccc(C)cc2[nH]c1=O)c1nnnn1CCOC (stereo unspecified)
 : -9%	3%	7%	-0.7	2	-0.3	-8%	-7	?
Cc1cccc(N(C)C(=O)c2cc3c(=O)oc4ccc(C)cc4c3s2)c1
 : 0%	-3%	-2%	1.4	-12	0.9	-10%	nt	10%
O=C(Cn1cc(SCc2ccccc2)c2ccccc21)N1CCCCCC1
 : 11%	-6%	-14%	0.3	-10	0.3	?	nt	20%
CC1=C(C(=O)OC(C)C)C(c2cccc([N+](=O)[O-])c2)n2c(cc(=O)[nH]c2=S)N1 (stereo unspecified)
 : -10%	-16%	?	-0.2	28	-0.3	-1%	7	?
CCOC(=O)c1ccc(NS(=O)(=O)c2c(C)[nH]c(C)c2C(=O)N2CCCCC2)cc1
 : -14%	6%	0%	1.1	9	-1.6	-23%	69*	11%
Cc1ccc(CNC(=O)CCn2c(=O)oc3ccccc32)cc1
 : 8%	0%	-4%	-0.7	-2	0.2	-17%	-5	19%
Cc1oc2c(c(C)cc3oc(=O)c(CC(=O)NCC(=O)NCC(=O)NCC(C)O)c(C)c32)c1C (stereo unspecified)
 : 3%	15%	-19%	0.2	-3	-0.8	-19%	15	-9%
O=C(c1cc2ccccc2oc1=O)N(Cc1ccccc1)C1CCS(=O)(=O)C1 (stereo unspecified)
 : -4%	10%	14%	nt	3	1.7	-2%	nt	25%
C=CCn1c(SCC(=O)Nc2nc(C)cs2)nnc1C(NC(=O)c1ccccc1)C(C)C (stereo unspecified)
 : -3%	-3%	6%	0.1	-3	-0.1	-22%	0	-19%
CC(=O)NC1(c2cccc(F)c2)CCN(CC(=O)NC2CCCCC2)CC1
 : 1%	-14%	1%	1.1	1	0.3	-11%	17	-14%
O=C(c1cccc(Br)c1)N1CCN(S(=O)(=O)N2CCCCCC2)CC1
 : -12%	-1%	-1%	-0.4	0	-0.4	-2%	-17	15%
CCN(CCNCC(O)COCc1ccc(Cl)cc1)c1cccc(C)c1 (stereo unspecified)
 : -1%	4%	3%	0.7	-1	0.5	-21%	7	13%[57.1 µM]
O=C1COc2ccc(C(=O)/C=C/c3ccccc3)cc2N1
 : -14%	2%	5%	1.4	5	-0.7	1%	-15	17%
CS(=O)(=O)Cc1ccc(C(=O)N(CCc2ccccc2)Cc2ccccc2)cc1
 : -4%	1%	1%	0.7	0	0.1	-7%	-1	33%
COc1ccc(O)c(CN2CCN(CCc3ccccc3)C(CCO)C2)c1 (stereo unspecified)
 : -2%	7%[57.1 µM]	-2%	0.3	3	-0.3	-12%	13	0%[57.1 µM]
Cc1cccc(Cn2nnc3c(=O)[nH]c(C4CCCN(C(=O)c5ccccc5Cl)C4)nc32)c1 (stereo unspecified)
 : 5%	-1%	nt	nt	3	-0.6	-18%	nt	0%
Cc1cc(C)cc(C(=O)Nc2nnc3n2CCS3)c1
 : -2%	-3%[57.1 µM]	-13%	-0.5	0	-0.2	-33%	nt	10%[57.1 µM]
CC1Cn2c(nnc2-c2cc3ccccc3cc2O)S1 (stereo unspecified)
 : -1%	18%	-1%	0.1	-4	-0.7	-22%	-23	22%
CCc1ccc(NC(=O)CSc2nc3ccccc3nc2Cc2ccccc2OC)cc1
 : -1%	-1%[57.1 µM]	15%	1.0	-6	0.7	-10%	nt	6%[57.1 µM]
COc1ccc(S(=O)(=O)N2CCCCCC2)cc1N(C)S(=O)(=O)c1ccc(Cl)cc1
 : -6%	5%	1%	nt	-10	0.5	16%	nt	14%
CCCCn1c(SCc2cccnc2)nc2c1c(=O)n(C)c(=O)n2C
 : 6%	4%	-1%	1.8	5	0.2	-11%	-20	9%
Cc1ccc(OCCOc2ccc(Br)cc2)c([N+](=O)[O-])n1
 : -5%	-12%	9%	-0.3	-4	-0.4	0%	-1	-5%

3 entries already listed, sorted by the value under TrxR1 substrate, descending:
Compound	TrxR1 substrate
O=C(c1cccc(Br)c1)N1CCN(S(=O)(=O)N2CCCCCC2)CC1	-1%
C=CCn1c(SCC(=O)Nc2nc(C)cs2)nnc1C(NC(=O)c1ccccc1)C(C)C (stereo unspecified)	-3%
O=C(Cn1cc(SCc2ccccc2)c2ccccc21)N1CCCCCC1	-6%
